FUS yeast rescue: suppressors of FUS proteinopathy in yeast; S. cerevisiae FUS-expressing, growth rescue, OD600, 24 h; Potency, µM (highest dose often 76.6 µM), without a hit: at the top dose growth rescue (activation), usual class: activators; 390,000 compounds, 0.24% hits; AID 1347120;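 also: potency is read from the fitted curve at half-maximal effect; plate controls were DMSO vehicle for no effect and reference control for full effect; nearly all actives have a fitted effect of over 55% in size; some results filed as inactive show a strong effect at the top dose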
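Absorbance at 600 nm, taken 24hr after compound addition, measured rescue of FUS-yeast growth at 30C. Induction used 2% galactose with seeding at OD 0.005. Controls: CP55940 from 92uM final, DMSO only.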
HEK293 tox: cytotoxic in the GLP-1 receptor inverse agonist counter-screen. HEK293 cAMP-luciferase reporter cells, luminescence, 24 h. Potency, µM (top dose mostly 38.3 µM), for the others: at the top dose activity change, negative = inhibition, usual class: inhibitors. 410,000 compounds, 0.13% hits. AID 624418;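 also: loss of luciferase light is scored as toxicity; potency is read from the fitted curve at half-maximal effect; % is scaled to controls: 0 for no effect and ±100 for the full control effect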
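A 23 nL compound transfer followed 12 hours of cell culture at 37 deg C; exposure then lasted 24 hr. Luciferase assay detection reagent was dispensed and plates read for luminescence after a 12 min room-temperature wait.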
GLP1R inv ag: GLP-1 receptor (human) inverse agonism | P43220 | HEK293 GLP-1R CRE-luciferase, luminescence, 24 h; GLP-1R form is constitutively active | Potency, µM (series often up to 38.3 µM), without a hit: top-dose activity change, negative = inhibition, actives largely listed as inhibitors | 410,000 compounds, 1.6% hits | AID 624417; also: potency is read from the fitted curve at half-maximal effect; % is scaled to controls: 0 for no effect and ±100 for the full control effect; nearly all actives have a fitted effect of over 55% in size
Target sequence (P43220 whole entry, looked up): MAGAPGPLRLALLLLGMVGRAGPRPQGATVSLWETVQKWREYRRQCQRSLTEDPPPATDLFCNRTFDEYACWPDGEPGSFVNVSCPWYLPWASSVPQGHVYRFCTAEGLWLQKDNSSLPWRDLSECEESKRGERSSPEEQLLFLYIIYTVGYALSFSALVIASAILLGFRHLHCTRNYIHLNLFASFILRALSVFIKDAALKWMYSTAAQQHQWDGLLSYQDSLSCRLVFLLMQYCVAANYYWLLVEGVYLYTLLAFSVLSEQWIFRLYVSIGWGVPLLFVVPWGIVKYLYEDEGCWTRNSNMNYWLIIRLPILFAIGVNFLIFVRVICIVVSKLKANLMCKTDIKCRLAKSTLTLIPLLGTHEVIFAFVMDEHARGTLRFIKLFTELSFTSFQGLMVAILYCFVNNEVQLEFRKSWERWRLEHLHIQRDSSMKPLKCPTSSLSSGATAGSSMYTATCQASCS
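HEK293 cells stably co-expressing a cAMP-responsive luciferase reporter and constitutively active GLP-1R were seeded, incubated 12 h, then exposed to compounds for 24 h at 37 C. Luminescence was read 12 min after detection reagent; inverse agonists lower signal.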
aSyn rescue: rescues yeast growth from alpha-synuclein toxicity; 370,000 compounds, 0.14% hits; Potency, µM (top dose mostly 46.1 µM), for the others: at the highest dose growth rescue (activation), actives largely listed as activators; Yeast expressing alpha-synuclein, growth rescue, BacTiter-Glo, 24 h; also: potency is read from the fitted curve at half-maximal effect; % of control where 0% means no effect; nearly all actives have a fitted effect of over 65% in size
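Galactose-induced alpha-syn yeast (OD600=0.02, raffinose-pregrown) + pinned cpd, 24 hr, 30 deg C; growth by BacTiter-Glo luminescence. Growth restoration scores as activation.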
pAkt inh: blocks phosphorylation of Akt | Neuro2A IGF-stimulated pAkt S473 HTRF, 20 min; stronger effect = lower value | activity change, % for hits at 50 µM | 360,000 compounds, 0.32% hits; in the data active = activity change below about -80%; inconclusive = mostly about -51% to -80%; also: % is scaled to controls: 0 for no effect and ±100 for the full control effect
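Single-point screen (50 µM final compound) in Neuro2A cells stimulated 20 min with 6 nM IGF at 37 deg C. After lysis, Ser473-phosphorylated Akt read by HTRF (ex 330 nm, em 615/665 nm) as the 665/615 ratio.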
PTHR1 agonist: activates the human parathyroid hormone receptor PTHR1 | 410,000 compounds, 0.075% hits | AID 743266 | Q03431 | HEK293 GP2 PTHR1 cells, GloSensor cAMP luminescence, 1 h | Potency, µM (doses to about 115 µM), for inactives: at the top dose activation, actives largely listed as activators; also: potency is read from the fitted curve at half-maximal effect; nearly all actives have a fitted effect of over 55% in size; some results filed as inactive show a strong effect at the top dose; inactives centre near -15; many of its hits are not listed in these tables
Target sequence (Q03431 whole entry, looked up): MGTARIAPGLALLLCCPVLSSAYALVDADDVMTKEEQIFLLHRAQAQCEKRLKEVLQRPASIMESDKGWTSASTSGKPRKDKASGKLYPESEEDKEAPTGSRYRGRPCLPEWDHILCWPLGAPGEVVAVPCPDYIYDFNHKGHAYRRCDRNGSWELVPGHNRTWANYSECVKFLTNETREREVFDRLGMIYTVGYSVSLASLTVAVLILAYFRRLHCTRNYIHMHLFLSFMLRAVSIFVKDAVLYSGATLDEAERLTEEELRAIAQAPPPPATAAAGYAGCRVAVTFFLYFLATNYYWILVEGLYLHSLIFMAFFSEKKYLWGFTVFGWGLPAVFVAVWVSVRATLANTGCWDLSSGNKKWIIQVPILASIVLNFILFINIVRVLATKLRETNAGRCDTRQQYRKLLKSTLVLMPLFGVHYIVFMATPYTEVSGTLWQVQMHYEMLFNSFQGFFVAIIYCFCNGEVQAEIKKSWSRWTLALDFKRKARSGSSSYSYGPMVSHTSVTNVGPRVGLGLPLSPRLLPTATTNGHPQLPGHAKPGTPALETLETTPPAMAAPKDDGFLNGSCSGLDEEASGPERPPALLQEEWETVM
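HEK-293-derived GP2 cells expressing PTHR1 and a GloSensor cAMP reporter, 3,000/well, plated overnight, given luciferin plus IBMX (each 0.5 mM as added) for 1 h at 37 °C, then compound for 1 h at 37 °C. Luminescence was read after 15 min at room temperature.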
TDP43 rescue: TDP-43 toxicity inhibition in yeast | TDP-43 expressing yeast growth rescue, BacTiter-Glo, 24 h | Potency, µM (doses to about 46.1 µM), for the others: at the highest dose growth rescue (activation), usual class: activators | 410,000 compounds, 1.8% hits; also: potency is read from the fitted curve at half-maximal effect; % of control where 0% means no effect; nearly all actives have a fitted effect of over 50% in size
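In this qHTS, compounds that restore growth of yeast expressing TDP-43 appear as activators. Cells (OD600=0.02, galactose medium, raffinose-pregrown) are incubated with compound 24 hr at 30 deg C and growth is quantified by BacTiter-Glo.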
Abeta rescue: compounds reversing amyloid beta toxicity in yeast; 410,000 compounds, 0.063% hits; Potency, µM (top dose mostly 46.1 µM), inactives show at the top dose growth rescue, hits mostly activators; yeast expressing A-beta42, growth rescue, OD600, 48 h; response scale: 0% DMSO, 100% iron-clioquinol control; also: potency is read from the fitted curve at half-maximal effect; nearly all actives have a fitted effect of over 55% in size
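Yeast A-beta toxicity model in growth medium with pinned compounds, 48 h at 30 C; growth read as absorbance at 600 nm. Normalized to FeCl3/clioquinol equimolar mix (positive) and DMSO (negative).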
Mm-Cpn inhibitor: inhibitors of Methanococcus maripaludis chaperonin (MmCpn) | purified Mm-Cpn ATPase, ADP Transcreener TR-FRET | Potency, µM (doses to about 76.9 µM), for the others: top-dose activity, negative = inhibition, usual class: inhibitors | 330,000 compounds, 0.031% hits | AID 504842; also: potency is read from the fitted curve at half-maximal effect; % is scaled to controls: 0 for no effect and ±100 for the full control effect; nearly all actives have a fitted effect of over 80% in size
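Purified archaeal chaperonin (25 nM final) was preincubated with compound for 10 min at 37°C, then ATP (10 uM final) was added for 30 min at 37°C in Tris pH 7.4/KCl/MgCl2/DTT buffer. ADP was quantified by HTRF Transcreener TR-FRET.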
The depositor's hits bear a star; i = inactive; ? = inconclusive; / = no result given; & = joins results of further samples; [ ] = remark or other dose. Unless noted, calls follow the shape of the dose curve; as a rule, active = well fitted curve in the direction sought with a large enough effect; inconclusive = small, poorly fitted or top-dose-only effect, or another doubt; inactive = no such curve, though single readings can be large; an effect the other way counts as inactive or inconclusive. Only part of the results is shown. The share of hits here may be higher or lower than overall.

Molecule,GLP1R inv ag,PTHR1 agonist,TDP43 rescue,FUS yeast rescue,HEK293 tox,aSyn rescue,Mm-Cpn inhibitor,Abeta rescue,pAkt inh
CCOC(=O)Nc1ccc2c(c1)N(C(=O)OCCN(C)C)c1ccccc1CC2,?,-10%,-2%&8%,-9%&-8%,-3%&2%,-1%&-19%,-5%&1%,2%&3%,i
Nc1c(S(=O)(=O)c2cc(Cl)ccc2Cl)c2nc3ccccc3nc2n1CCN1CCOCC1,-19%,i,-15%,25%,8%,-1%,0%,2%,/
O=C(Cc1ccc(S(=O)(=O)N2CCOCC2)s1)OCc1ccc(Cl)cc1,13%,-23%,?,42%,-3%,-4%,-10%,-19%,i
O=C(Nc1ccc(C(F)(F)F)cc1)C1CCCN(S(=O)(=O)c2cccc3cccnc23)C1 (stereo unspecified),?,-81%[inhibitor],9%,7%,0%,/,/,3%,/
COc1ccc(OCC(=O)Nc2ccc(S(=O)(=O)N3CCCCCC3)cc2)cc1,?,-61%[inhibitor][57.5 µM],10%,-45%[inhibitor],17%,-1%,-1%,-1%,i
Cc1cc(C(=O)NN=Cc2ccc(OC(=O)c3ccco3)cc2)c(C)o1,17%,i,1%,/,-13%,-21%,-1%,-8%,i
CCCOC(=O)C1=C(C)NC2=C(C(=O)CCC2)C1c1cc(OC)ccc1OC (stereo unspecified),-11%,-9%[57.5 µM],7%,?,1%,23%,-1%,7%,i
CC(=NNc1ccc([N+](=O)[O-])cn1)c1ccccc1,19%,-16%,-4%,/,6%,-5%,/,-11%,i
CC(C)NC(=O)c1onc(CSc2ccc(Cl)cc2)c1C(=O)NC(C)C,?,-14%,23%,29%,-26%,6%,-1%,23%,i
Cc1ccc(N2C(=O)SC(Cc3ccccc3)C2=O)cc1 (stereo unspecified),5%,?,-93%[inhibitor],-9%,-12%,-18%,0%,-80%[inhibitor],i
CC(=O)C[C@@H](O)CC(=O)[C@@H]1OC(=O)CCCCC/C=C/Cc2ccccc21,-23%,-11%,-6%,-4%,-5%,12%,1%,3%,i
NC(=O)c1ccccc1NC(=O)CCc1ccccc1,0%,-11%[57.5 µM],-16%,14%,-22%,1%,2%,-5%,i
Cc1cc(O)c(C(C)C)cc1N=Cc1ccccc1O,?,-22%,6%,-17%,46%[activator],-3%,-5%,/,i
COc1cccc(NC(=O)C2CC(=O)n3cnnc3S2)c1 (stereo unspecified),5%,-27%,12%,0%,2%,-69%[inhibitor],0%,6%,i
C=C(C)CNC(=S)NN=C1c2ccccc2-c2ccccc21,?,i,8%,7%,?,-3%,0%,-12%,i
CC(=O)NC(CC(=O)O)C(=O)O (stereo unspecified),1%,-9%,19%,-27%,4%,10%,-3%,-7%,i
S=C(NCCc1ccccn1)Nc1ccccc1,4%,15%,7%,-18%,4%,-3%,-5%,7%,i
CCc1nc2c(OCC(=O)C(C)(C)C)cccn2c1N(C)C(=O)c1ccc(C)cc1,9%,i,12%,0%,19%,0%,/,11%,i
COC(=O)c1c(-c2cccs2)csc1NC(=O)c1cccnc1,-14%,-3%[57.5 µM],?,23%,18%,-6%,-6%,-45%[inhibitor],i
COc1ccc(-c2noc(COc3ccc(C)c(C)c3)n2)cc1OC,0%,-48%[inhibitor][57.5 µM],7%,7%,0%,-2%,-1%,0%,i
NC(=O)CSc1ccc(S(=O)(=O)N2CCCCC2)cn1,12%,14%,4%,2%,22%,-1%,-1%,11%,i
CN(C)CC#Cc1cncc(C(=O)NNC(=O)Nc2ccc(Cl)cc2)c1,10%,i,-12%,-3%,5%,-5%,-1%,-15%,i
O=C(/C=C/c1ccco1)NCc1ccco1,2%,i,-17%[1.82 µM],7%,-1%,-3%,-4%,-9%,i
Cc1ccnc(NS(=O)(=O)c2cccs2)c1,2%,-1%[57.5 µM],-21%,1%,12%,-2%,1%,-4%,i
Cc1ccc(CN2CCCn3nc(C(=O)NCCc4ccc(Cl)cc4)cc3C2=O)cc1,-22%,-6%,7%,9%,2%,/,/,-13%,/
CCOC(=O)C1CCCN(Cc2nc3ccc([N+](=O)[O-])cc3c(=O)n2-c2ccc(OC)cc2OC)C1 (stereo unspecified),8%,i,2%,22%,-4%,1%,0%,17%,i
C=C(C)COc1ccc2c(C)c(CCC(=O)NC3CC3)c(=O)oc2c1,0%,-7%,?,10%,-24%,4%,0%,5%,i
CCOc1cccc(C(=O)Nc2ccc3oc(Cc4ccc(Cl)cc4)nc3c2)c1,2.2µM*,-29%[57.5 µM],-18%,3%,-29%,1%,-10%,27%,/
CN(C)S(=O)(=O)c1cc(C(=O)O)c(NC2CCCCC2)cc1Cl,2%,-23%[57.5 µM],-1%,14%,-2%,1%,-1%,5%,i
COc1cccc(NC(=O)CSc2nc3c([nH]c4ccccc43)c(=O)n2-c2ccccc2)c1,-9%,-15%,?,8%,-22%,/,/,1%,/
O=C(NCc1ccccc1)C(c1cccs1)N(C(=O)c1csnn1)C1CC1 (stereo unspecified),-8%,-5%[57.5 µM],10%,11%,7%,3%,-15%,?,i
O=[N+]([O-])c1cc(S(=O)(=O)N2CCCC2)ccc1N/N=C1/CCCc2ccccc21,11%,i,17%,-7%,-10%,2%,3%,0%,i
CCOc1ccc(Br)cc1S(=O)(=O)Nc1ccc(NC(=O)c2ccccc2C)cc1,9%,?,-9%,32%,7%,-3%,-6%,-1%,i
O=C(NCC1CCCO1)C1CCCN1C(=O)Nc1ccccc1[N+](=O)[O-] (stereo unspecified),0%,i,-10%,2%,-3%,5%,?,1%,i
COC(=O)CN1C(=O)Nc2ccc(Br)cc2C1c1ccccc1Cl (stereo unspecified),?,-9%[57.5 µM],15%,37%,-15%,3%,-5%,11%,i
CN(C)S(=O)(=O)c1ccc(NC(=O)CN2CCN(c3ccccn3)CC2)cc1,15%,-61%[inhibitor],-14%,6%,5%,7%,-1%,-11%,i
C[C@@H]1NC(=O)c2cc([N+](=O)[O-])cc(I)c2OCC[C@@H](C(=O)NC(CC(=O)O)C(N)=O)NC(=O)[C@H](CC(N)=O)NC1=O (stereo partly specified),15%,i,8%,?,?,-1%,-3%,-5%,i
O=S(=O)(NNc1nccc(C(F)(F)F)n1)c1cccc(Cl)c1Cl,-13%,i,12%,3%,2%,2%,2%,?,i
O=C(CN1C(=O)NC2(CCc3ccccc32)C1=O)c1ccc(F)c(F)c1 (stereo unspecified),-31%,-92%,-18%,9%,-2%,0%,-2%,-7%,i
O=C(NC(=S)Nc1ccccc1N1CCOCC1)c1ccc([N+](=O)[O-])cc1,0%,-24%,7%,/,-5%,-18%,-2%,0%,i
CNC(=S)N/N=C/c1ccc2c(c1)OCCO2,-7%,i,7%,-24%,?,-2%,2%,3%,i
CCc1ccc(CN(Cc2ccco2)c2cnc(S(C)(=O)=O)nc2C(=O)Nc2ccc(C)c(Cl)c2)cc1,13%,i,17%,42%,-1%,/,/,2%,/
COc1ccc(-c2ccc(=O)n(CC(=O)Nc3ccc4c(c3)OCCO4)n2)cc1,32%[activator],i,-21%[0.397 µM],28%,-13%,-7%,1%,18%,i
COc1cc2c(cc1OC)CN(CC(=O)Nc1ccccc1C(=O)NC1CC1)CC2,25%,-20%,0%,3%,2%,-1%,0%,-8%,i
Cn1ncc2c(Nc3ccccc3Cl)nc(Nc3ccccc3Cl)nc21,10%,i,-1%,23%,2%,8%,-10%,-1%,i
OCC1OCOC2C(CO)OCOC12 (stereo unspecified),5%,-11%,2%,-7%,0%,0%,/,-18%,i

Whole records, quoted from the list.
`CCOC(=O)C1CCCN(Cc2nc3ccc([N+](=O)[O-])cc3c(=O)n2-c2ccc(OC)cc2OC)C1` (stereo unspecified) as listed: GLP1R inv ag = 8%; PTHR1 agonist = i; TDP43 rescue = 2%; FUS yeast rescue = 22%; HEK293 tox = -4%; aSyn rescue = 1%; Mm-Cpn inhibitor = 0%; Abeta rescue = 17%; pAkt inh = i
`COC(=O)CN1C(=O)Nc2ccc(Br)cc2C1c1ccccc1Cl` (stereo unspecified) as listed: GLP1R inv ag = ?; PTHR1 agonist = -9%[57.5 µM]; TDP43 rescue = 15%; FUS yeast rescue = 37%; HEK293 tox = -15%; aSyn rescue = 3%; Mm-Cpn inhibitor = -5%; Abeta rescue = 11%; pAkt inh = i
`O=C(CN1C(=O)NC2(CCc3ccccc32)C1=O)c1ccc(F)c(F)c1` (stereo unspecified) as listed: GLP1R inv ag = -31%; PTHR1 agonist = -92%; TDP43 rescue = -18%; FUS yeast rescue = 9%; HEK293 tox = -2%; aSyn rescue = 0%; Mm-Cpn inhibitor = -2%; Abeta rescue = -7%; pAkt inh = i

Source: PubChem BioAssay
